Compound activity from PubChem BioAssay.
PP1 counter – counter-screen for PP5 inhibitors: inhibitors of human PP1-alpha | P62136 | purified PP1alpha, OMFP fluorescence | inhibition, % at 6.7 µM | actives 0.9% (n = 320,000) | AID 2235;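 active = inhibition above the mean inhibition of all tested compounds plus 3 SD, computed separately for each screening campaign, cut at about 15% in these data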
Target sequence (P62136 whole entry, looked up): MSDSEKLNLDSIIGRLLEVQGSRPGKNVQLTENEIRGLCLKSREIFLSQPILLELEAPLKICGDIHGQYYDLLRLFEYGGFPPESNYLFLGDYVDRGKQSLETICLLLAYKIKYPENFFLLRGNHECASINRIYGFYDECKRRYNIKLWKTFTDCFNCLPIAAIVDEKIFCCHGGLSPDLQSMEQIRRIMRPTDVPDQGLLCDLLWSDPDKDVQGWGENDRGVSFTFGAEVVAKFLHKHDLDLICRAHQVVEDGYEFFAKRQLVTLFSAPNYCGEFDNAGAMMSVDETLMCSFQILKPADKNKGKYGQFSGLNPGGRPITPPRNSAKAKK
PREPL inh – inhibits the human prolyl oligopeptidase-like enzyme; recombinant PREPL, fluorescence polarization activity-based probe; inhibition, % at 5.96 µM; actives 0.68% (n = 320,000); in the data active = inhibition above about 43%;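 also: 0% = enzyme with DMSO and 100% = wells lacking enzyme; many of its hits are not listed in these tables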
PP5 primary – blocks human protein phosphatase 5 activity. P53041. purified PP5c, OMFP substrate fluorescence. inhibition, % at 6.7 µM. actives 0.18% (n = 320,000). AID 1987;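 active = inhibition above the campaign's mean inhibition across all tested compounds plus 3 SD, cut at about 9.5% in these data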;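 also: 0% = DMSO only and 100% = 100 µM cantharidin control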
Target sequence (P53041 whole entry, looked up): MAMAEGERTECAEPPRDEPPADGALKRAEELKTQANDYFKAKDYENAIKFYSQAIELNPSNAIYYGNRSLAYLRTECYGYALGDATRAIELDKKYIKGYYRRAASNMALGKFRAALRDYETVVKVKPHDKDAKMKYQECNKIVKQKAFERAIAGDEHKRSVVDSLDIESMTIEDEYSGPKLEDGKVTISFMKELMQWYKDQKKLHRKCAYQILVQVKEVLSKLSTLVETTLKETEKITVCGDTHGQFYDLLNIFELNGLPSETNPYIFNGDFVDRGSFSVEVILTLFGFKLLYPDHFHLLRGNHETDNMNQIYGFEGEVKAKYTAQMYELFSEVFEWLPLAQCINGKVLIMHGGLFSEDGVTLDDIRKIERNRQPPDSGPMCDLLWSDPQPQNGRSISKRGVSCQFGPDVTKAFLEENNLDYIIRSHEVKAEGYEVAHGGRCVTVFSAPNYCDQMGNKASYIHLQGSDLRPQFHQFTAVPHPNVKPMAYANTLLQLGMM
core dimer inh – blocks dimerization of HCV core protein. inhibition, % at 5 µM. actives 0.33% (n = 300,000). TR-FRET GST/Flag-core106 dimerization, 1536-well;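 active = inhibition above the mean of all tested compounds plus 3 SD, set per screening campaign, cut at about 45% in these data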
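Assay system: GST-tagged and Flag-tagged HCV core protein residues 1-106 / Times: compound-protein-antibody incubation 4 h at 22.5 °C / Signal: time-resolved FRET, ex 340 nm, em 617 and 671 nm / Evaluation: % inhibition based on acceptor/donor emission ratio / Benchmarks: wells lacking GST-core106 and wells with excess unlabelled core106 / Repeats: singlicate, one well per compound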
JMJD2C inh – human JMJD2C demethylase inhibition; Q9H3R0; GST-JMJD2C(1-420) H3K9me3 demethylation, DELFIA europium; AID 2099; actives 0.069% (n = 330,000); inhibition, % at 2.35 µM;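 active = more than half of a compound's replicate wells show inhibition beyond 50%, single wells judged on their own value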;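 also: signal counts dimethyl H3K9 product captured on neutravidin plate; 0% = median of DMSO wells and 100% = 0.3 times that DMSO median; strong numbers were not always called active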
TPT1 inh – C. albicans TPT1 enzyme inhibition | recombinant caTPT1, FP RNA substrate dephosphorylation | inhibition, % at 5 µM | actives 0.81% (n = 300,000);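 active = inhibition above the mean of all tested compounds plus 3 SD, set per screening campaign, cut at about 24% in these data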;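 also: plate controls were DMSO alone for no effect and ferristatin control at 100 nM for full effect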
LYPLA2 counter – counter-screen for PME1 inhibitors: inhibitors of human LYPLA2 | O95372 | recombinant LYPLA2, FP-Rh probe fluorescence polarization | inhibition, % at 5.9 µM | actives 0.38% (n = 320,000);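 active = inhibition above the screen-wide mean plus 3 SD, limit set per campaign, cut at about 26% in these data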;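 also: 0% = LYPLA2 with DMSO and 100% = wells lacking LYPLA2 enzyme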
Target sequence (O95372 whole entry, looked up): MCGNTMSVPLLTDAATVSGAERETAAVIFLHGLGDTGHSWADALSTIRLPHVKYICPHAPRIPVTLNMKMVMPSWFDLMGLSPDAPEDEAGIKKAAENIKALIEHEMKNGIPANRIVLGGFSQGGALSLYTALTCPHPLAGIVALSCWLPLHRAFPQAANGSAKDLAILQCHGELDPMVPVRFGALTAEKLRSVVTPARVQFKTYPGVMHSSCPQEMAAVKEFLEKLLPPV
Fh CTSL1 inh – blocks F. hepatica cathepsin L1 in PFM18AAP counter-screen; recombinant F. hepatica cathepsin L1, Z-Leu-Arg-MCA fluorescence; actives 0.49% (n = 300,000); inhibition, % at 5.96 µM;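 active = inhibition above the mean of all tested compounds plus 3 SD, set per screening campaign, cut at about 17% in these data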;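 also: 0% = plate median of test compound wells and 100% = 1 µM Z-Phe-Ala-diazomethylketone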
Efflux pump mplx – blocks antifungal efflux pumps in multiplex yeast assay; inhibition, % at 10 µM; S. cerevisiae Candida pump triplex, Nile Red efflux; actives 0.44% (n = 330,000); AID 485275;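 active = plate passing quality check with inhibition over a set limit, or well fluorescence over plate mean plus 4 SD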;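 also: Nile Red retained in pooled yeast measured as flow cytometry median fluorescence; 0% = buffer negative control and 100% = Enniatin B positive control; higher means more Nile Red kept so more efflux inhibition; some compounds called inactive have numbers as strong as hits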
Numbers without * were called inactive; i = inactive; . = no result given; & = joins results of further samples.

Sequence of screens – PP1 counter | PREPL inh | PP5 primary | core dimer inh | JMJD2C inh | TPT1 inh | LYPLA2 counter | Fh CTSL1 inh | Efflux pump mplx
1. Oc1cccc2ccc(/C=C/c3ccccc3Br)nc12
  16* | 3 | 3.0 | -4 | 34 | 1 | -3 | -2 | 0.0
2. N#Cc1c(-c2ccco2)cc(-c2cccnc2)nc1N
  28* | 19 | 1.6 | 45 | 8 | 2 | 7 | 10 | 0.1
3. CCNC(=S)N(Cc1cc2cccc(C)c2[nH]c1=O)C1CCCC1
  1 | 10 | 2.3 | 7 | 10 | 1 | 2 | -9 | -0.2
4. CC(C)C(=O)Nc1ccc2c(c1)nc(CCN1CCCCC1)n2C
  -3 | 23 | 0.9 | -3 | -20 | 1 | 0 | -5 | 0.2
5. CCOC(=O)CSc1nc(-c2ccccc2)nc2ccc(F)cc12
  0 | 0 | 0.6 | 12 | 8 | 0 | -3 | 3 | 0.0
6. Cc1ccc(C)c(C(=O)CCC(=O)OCn2nnc3ccccc3c2=O)c1
  1 | -3 | 3.2 | . | 5 | . | 3 | . | -0.2
7. COc1ccc(-n2nc(C(=O)NCC(=O)NC(C)C)c3ccccc3c2=O)c(OC)c1
  0 | 5 | 2.8 | -6 | -1 | 2 | 5 | 9 | 0.0
8. Nc1ncnc2nc(SCCOc3ccc(Cl)cc3)[nH]c12
  -1 | 4 | 1.4 | -10 | 62 | -2 | 7 | 1 | -0.3
9. O=C(COc1ccccc1[N+](=O)[O-])NCC1(N2CCCCC2)CCCCC1
  -2 | 21 | 2.1 | . | 4 | . | 0 | . | 0.0
10. CN(C)C(CNC(=O)C1CCN(S(=O)(=O)c2ccccc2)CC1)c1ccccc1 (configuration not stated)
  -9 | -3 | 0.0 | -3 | -2 | -1 | -2 | 1 | 0.2
11. Cc1ccc(O)c(C2=NNC(c3ccc(Cl)cc3)C2)c1 (configuration not stated)
  -4 | 0 | -2.1 | 1 | -1 | 5 | -3 | -2 | 0.1
12. O=c1cc2ncc(-c3[nH]ncc3[N+](=O)[O-])cn2[nH]1
  5 | 2 | -0.7 | -3 | 1 | -5 | 7 | -4 | 0.1
13. CCN(CC)C(=O)OCc1c(-c2ccccc2)ncc2ccccc12
  4 | 1 | 1.3 | . | -8 | . | 0 | . | -0.5
14. CN(C(=O)COC(=O)COc1ccc2c(c1)CCC2)c1c(N)n(Cc2ccccc2)c(=O)[nH]c1=O
  -4 | 0 | 1.7 | 3 | 7 | -2 | 1 | -4 | 0.0
15. CCOC(=O)C1=C(COC(=O)Cc2ccc(OC)c(OC)c2)NC(=O)NC1C (configuration not stated)
  -3 | -1 | 3.2 | . | -6 | . | -1 | . | 0.0
16. CC(NC(=O)Cn1cc(Br)c([N+](=O)[O-])n1)c1ccccc1 (configuration not stated)
  -1 | -2 | 3.1 | 2 | 1 | 1 | 1 | 0 | 0.2
17. Oc1ccc(Cc2ncc(C(F)(F)F)cc2Cl)cc1
  -2 | -4 | 2.2 | 0 | 5 | -4 | 0 | -1 | 0.1
18. Cc1ccccc1NC(=O)c1cc(C(=O)c2cc(Cl)ccc2O)cn(-c2ccccc2C)c1=O
  8 | -4 | 4.1 | 16 | 12 | 12 | -45 | 1 | 0.1
19. CC(=O)N1CCN(c2ccc(NCc3cccc(C)c3)cc2)CC1
  -1 | 59* | -0.7 | . | -6 | . | 1 | . | -0.1
20. COc1ccc(/C=N/NC(=O)CN(C2=NS(=O)(=O)c3ccccc32)c2ccccc2)cc1
  11 | 22 | 2.9 | 19 | -1 | -2 | 2 | -2 | -0.1
21. CC(C)CN(C(=O)COC(=O)CCc1c[nH]c2ccccc12)c1c(N)n(Cc2ccccc2)c(=O)[nH]c1=O
  -3 | 10 | -0.4 | -5 | 7 | -1 | 4 | -2 | -0.3
22. CN(Cc1nc2ccccc2n1C)c1ccccc1
  0 | 13 | 0.8 | -7 | 7 | -4 | 5 | -9 | 0.1
23. CCOc1ccc2nc(/N=C/c3nc(-c4ccccc4)oc3O)sc2c1
  -3 | 2 | 0.1 | 4 | -12 | 47* | -5 | 5 | 0.9
24. Cc1nc2c(sc3nc(N4CCOCC4)c4c(c32)CC(C)(C)OC4)c(-c2ccccc2)c1C(=O)O
  -2 | 5 | 3.4 | 7 | 7 | 11 | 6 | 1 | 0.1
25. CCC/C(=C1/c2ccccc2C(=O)N1c1ccccc1)c1ccc2c(c1)OCCO2
  0 | 5 | 2.9 | . | -3 | . | -3 | . | 0.6
26. FC(F)(F)c1ccc2c(c1)[nH]c(=S)n2C1CC1
  4 | 16 | 0.3 | 3 | -3 | 4 | 3 | -7 | 0.2
27. Cc1ccsc1C(C(=O)NC1CCCCC1)N(C(=O)Cc1cccs1)C1CC1 (configuration not stated)
  -1 | 11 | 3.1 | 12 | 179&1 | -1 | -1 | -5 | 0.0
28. Cn1c(=O)cc(SCC(=O)NCc2cccnc2)c2ccccc21
  -1 | 15 | 1.4 | 4 | 1 | -3 | 3 | 4 | 0.3
29. CCOC(=O)CNC(=O)CSc1nnc(-c2cccc(OC)c2)n1CC
  -3 | 2 | 3.0 | -12 | 8 | 1 | 7 | -5 | 0.1
30. Cn1cnnc1SCc1ccc(F)c2ccccc12
  -2 | -8 | 2.0 | -2 | 7 | -1 | 5 | -4 | 0.0
31. COc1ccc(-c2cc(C(=O)NCCN3CCOCC3)c3ccccc3n2)cc1OC
  -1 | 4 | 2.5 | 2 | 11 | -2 | 3 | 2 | 0.1
32. O=S(=O)(c1cnc(Cl)c(Cl)c1)N1CCCc2ccccc21
  -2 | 1 | -1.2 | 2 | 23 | 3 | 11 | -2 | -0.3
33. O=S(=O)(c1ccccc1)N1CCC(=NO)CC1
  -3 | 11 | -1.6 | -2 | 6 | 1 | 3 | -4 | 0.1
34. COc1ccccc1-c1sc2ccccc2c1-c1ccc2c(c1)OCO2
  -3 | 16 | -1.0 | -62 | -20 | -1 | 1 | 2 | -0.3
35. COCCNC(=O)c1ccccc1NC(=O)CSc1ccc(C)cc1
  -5 | 7 | 0.6 | -1 | 13 | -1 | 10 | 1 | 0.3
36. CC(C)COC(=O)NC1c2ccccc2Oc2ccccc21
  1 | 13 | 0.4 | 1 | 12 | -1 | 3 | 3 | 0.4
37. CCC1CCCCN1C(=O)c1ccc2c(c1)C(=O)N(c1ccc(C)cc1)C2=O (configuration not stated)
  5 | 3 | -3.6 | -2 | 29 | -6 | -3 | -8 | 0.2
38. CN1CCN(c2ccc(NC(=S)NC(=O)c3cccc4ccccc34)cc2)CC1
  0 | 15 | 0.7 | -2 | -15 | -1 | 4 | -3 | -0.1
39. CCc1ccc(NC(=O)C(=O)c2ccccc2NC(C)=O)cc1
  1 | 1 | 1.7 | . | 2 | . | -1 | . | 0.0
40. CN(C(=O)c1cccc(NC(=O)c2ccccc2)c1)C1CCCCC1
  4 | 1 | -7.5 | -22 | -13 | -2 | 3 | 6 | -0.4

Entries listed so far printed as active in TPT1 inh.
#	mol	PREPL inh	PP5 primary	core dimer inh	JMJD2C inh	TPT1 inh	Efflux pump mplx
23	CCOc1ccc2nc(/N=C/c3nc(-c4ccccc4)oc3O)sc2c1	2	0.1	4	-12	47*	0.9

Results in sequence from above:
Entries 25–29 in PP5 primary: 2.9, 0.3, 3.1, 1.4, 3.0
Entries 25–29 in PP1 counter: 0, 4, -1, -1, -3
Entries 25–29 in core dimer inh: ., 3, 12, 4, -12

The list goes on.
Sequence of screens – PP1 counter | PREPL inh | PP5 primary | core dimer inh | JMJD2C inh | TPT1 inh | LYPLA2 counter | Fh CTSL1 inh | Efflux pump mplx
41. COC(=O)c1sc(SC)c(-c2ccon2)c1C
  0 | -7 | -0.2 | -1 | 14 | -4 | 4 | -1 | 0.0
42. Cc1cccc(Nc2nc(-c3ccc(O)c(O)c3)cs2)n1
  1 | 12 | 2.4 | -10 | -28 | 0 | -4 | -4 | -0.2
43. Cc1cccc(N(Cc2cc3cc(C)ccc3[nH]c2=O)C(=O)c2cccs2)c1
  1 | -15 | 2.8 | 8 | -12 | 3 | 3 | 0 | -0.2
44. O=C(NCCO)C(=O)Nc1cc2c3c(c1)CC(=O)N3CCC2
  2 | 23 | -1.1 | -15 | -11 | -3 | 3 | 0 | 0.1
45. O=C(O)CN(c1ccccn1)S(=O)(=O)c1ccccc1
  -5 | 0 | 0.1 | -3 | 10 | 2 | -6 | -7 | 0.2
46. COc1ccc(C(=O)NCc2nnc(SCC(=O)NCc3ccc(F)cc3)o2)cc1
  2 | -4 | -0.1 | 1 | 12 | -7 | 1 | 1 | 0.0
47. Cc1ccc(Sc2ncccc2COC(=O)Nc2ccccc2)cc1
  -1 | 11 | 4.4 | 9 | -10 | 1 | -20 | 5 | 0.1
48. COc1cccc(C(=O)Nc2ccc(-n3nncc3C(C)(C)C)cc2)c1
  -3 | 9 | -0.5 | 0 | -3 | -2 | 10 | 3 | 0.1
49. COc1cc2[nH]c(=S)n(Cc3ccco3)c(=O)c2cc1OC
  -10 | 18 | 4.8 | 6 | -1 | 6 | -5 | -2 | 0.2
50. CC1=C(C#N)c2nc(N)c(C#N)c(C)c2/C1=C\c1ccc(C)cc1
  -2 | 14 | -1.2 | 2 | -1 | 1 | 3 | 6 | -0.2
51. Cc1ccc(OCC(=O)Nc2cccc(-c3nnc(-c4ccccc4)o3)c2)c(C)c1
  -2 | 8 | 0.5 | 5 | 5 | -2 | 9 | -3 | 0.1
52. NC(=O)NO
  0 | 1 | 0.5 | 6 | . | -1 | 0 | -3 | 0.0
53. O=C(CCCN1C(=O)c2ccccc2C1=O)NCCCn1ccnc1
  -8 | -2 | -2.4 | 2 | 1 | -3 | -6 | -1 | 0.0
54. O=C(COC(=O)c1ccccc1O)NC(=O)c1ccc(OC(F)F)cc1
  3 | 8 | 0.9 | . | -27 | . | -10 | . | 0.3
55. Cc1ccc(OCCC(=O)OCc2csc(CC(=O)Nc3ccccc3C)n2)cc1
  4 | -12 | 0.0 | 3 | 18 | 0 | 1 | -10 | -1.2
56. CCN(CC)S(=O)(=O)c1ccc(C)c(NC(=O)CSc2nc3ccccc3[nH]2)c1
  -2 | -3 | 3.4 | 8 | -6 | 0 | -6 | -2 | -0.1
57. N#Cc1c(NC(=O)CCCN2C(=O)c3ccccc3C2=O)oc(-c2ccccc2)c1-c1ccccc1
  4 | -3 | 1.1 | 21 | i | 0 | -21 | -6 | -0.2
58. Cc1cc(C)c2[nH]c(O)c(N=Nc3ccc(C(=O)O)cc3)c2c1
  -1 | 0 | -1.1 | -9 | -7 | 0 | 2 | 2 | -0.1
59. Cc1csc(NC(=O)CSc2nnc(Cc3cccn3C)n2-c2ccc(F)cc2)n1
  -2 | 0 | -2.0 | -4 | 7 | -1 | 0 | 4 | 0.0
60. COc1ccc(OC)c(-c2nnc(SCC(=O)NC3CCCCC3)o2)c1
  0 | -6 | 0.1 | 1 | 3 | -3 | -2 | 13 | 0.2
61. Oc1cc(NCc2cccnc2)ccc1-c1nc2ccccc2o1
  6 | 6 | 1.7 | 4 | -23 | 1 | 2 | 5 | 0.0
62. O=C(CN1CCN(c2ccc([N+](=O)[O-])cc2Cl)CC1)N1CCOCC1
  -5 | -1 | 1.4 | 0 | 1 | 1 | 1 | -1 | 0.1

Some of the compounds tested (hit frequency here may not be typical).
